Assay outcomes deposited in PubChem by University of Kansas High Throughput Screening Laboratory.
mHTT-CaM PPI inh: mutant huntingtin-calmodulin interaction inhibitors – biochemical, AlphaScreen, primary screen; P42858; inhibition, % at 15 µM; AID 1671202, 2021; AlphaScreen His-mHTT/GST-CaM binding, luminescence; actives 3.6% (n = 190,000);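 note: 0% = both proteins with DMSO and 100% = one protein alone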
Pf apPOL inh: Pf-apPOL inhibitors, biochemical, fluorescence; Plasmodium falciparum apicoplast DNA polymerase (apPOL); Recombinant Pf-apPOL, molecular beacon fluorescence, 1.5 h; inhibition, % at 10 µM; actives 0.25% (n = 210,000); AID 1794808, 2022
Numbers without * were called inactive; · = no result given; & = joins results of further samples. Cut-off read from the data, not from the text of the source: active = inhibition above about 50%; inactive = the rest. Outcome played no part in choosing rows. Share with any hit: about 3.7%.

SMILES	mHTT-CaM PPI inh	Pf apPOL inh
COc1ccc(C)cc1NCc1ccncc1	13	-2
N=C1NC(=O)/C(=C/c2cc(Br)cc(Cl)c2O)S1	9	-3
Cc1cc(O)c(CN2CCC(C)CC2)c2c1C(=O)C(=Cc1ccncc1)O2	-11	-8
Cc1cccc(N(C(=O)c2ccccc2)C2C=CS(=O)(=O)C2)c1 (stereo not drawn)	-2	-1
Cc1ccccc1CNC(=O)C1CCN(c2nc3cccnc3s2)CC1	7	-8
CCCCc1ccc(-c2nc(C=Nc3ccc(I)cc3)c(O)o2)cc1	5	-2
O=C(COc1ccc(Br)cc1Cl)NC1CCCC1	-6	-5
CC(c1ccccc1)N1C(=O)CCC1(C)C(=O)NC1CCCCCCC1 (stereo not drawn)	-8	-10
O=C1C(=Cc2csc3ccccc23)CCc2ccccc21	·	-2
COc1cccc(CNC(=O)c2cc3c(s2)CCN(C(=O)c2ccc(C)cc2)C3)c1	16	-5

A draw from above in order of SMILES length, largest number first:
SMILES	mHTT-CaM PPI inh	Pf apPOL inh
COc1cccc(CNC(=O)c2cc3c(s2)CCN(C(=O)c2ccc(C)cc2)C3)c1	16	-5
O=C1C(=Cc2csc3ccccc23)CCc2ccccc21	·	-2
O=C(COc1ccc(Br)cc1Cl)NC1CCCC1	-6	-5

(listing goes on)
SMILES	mHTT-CaM PPI inh	Pf apPOL inh
Cc1ccc(NC(=O)N2CCC(n3c(-c4ccoc4)nc4cccnc43)C2)cc1F (stereo not drawn)	4	-2
O=C(NCc1ccc2c(c1)OCO2)c1ccc(NC(=O)C2CCCO2)cc1 (stereo not drawn)	3	5
CCCNC(=O)c1cnn2c(C)c(Cc3ccc(Cl)cc3)c(C)nc12	6	-12
Cc1c(N2C(=O)CSC2c2ccco2)c(=O)n(-c2ccccc2)n1C (stereo not drawn)	-2	3
Cc1ccc(S(=O)(=O)N2CCCC(C)(C(=O)NCc3ccc(F)cc3)C2)cc1C (stereo not drawn)	89*	-1
O=C1C(=O)N(Cc2cccnc2)C(c2ccccc2F)C1=C(O)c1ccc(Cl)cc1 (stereo not drawn)	2	0
COc1ccc(-n2nnnc2SCC(=O)Nc2ccccc2Cl)cc1	1	-8
CC1CC(C)CN(CC(O)COC2CC3CCC2(C)C3(C)C)C1 (stereo not drawn)	2	-3
O=c1[nH]nc(Cc2ccccc2)c2ccccc12	-14	-2
COc1ccc(C=C2NC(=S)NC2=O)c(Cl)c1OC	·	1
CCCCNC(=O)C1CC(=O)N(CCc2c[nH]c3ccc(Cl)cc23)C1 (stereo not drawn)	3	-4
Cc1ccccc1NC(=O)c1ccc(F)c(S(=O)(=O)NC2CCCC2)c1	-2	-2
COC(=O)c1c(NC(=O)c2ccc(Br)s2)sc2c1CCN(C(C)C)C2	-11	-4
COc1ccccc1Oc1ccccc1C(=O)O	4	-9
O=C(Nc1cc(-c2nc3ccccc3o2)ccc1Cl)c1cccs1	-10	-16
Cc1ccc(S(=O)(=O)N2CCc3c(c(-c4nc(-c5ccccc5)no4)nn3C)C2)cc1C	-10	-3
CC(C)c1n[nH]c(C2CCCN2C(=O)c2cc(-c3cccs3)[nH]n2)n1 (stereo not drawn)	3	-8
O=C(NCCCN1CCOCC1)c1cc2n(n1)CCCN(Cc1ccccc1)C2=O	-7	-1
Cc1nnc(-c2nnc(N3CCC(C)CC3)c3ccccc23)o1	7	-7
Cc1cccc(-c2noc(C3CCCN3C(=O)Cc3ccccc3C)n2)c1 (stereo not drawn)	49	-5
COc1cccc(NC(=O)N2CCC(N3CCN(Cc4ccccc4)C3=O)CC2)c1	-5	-3
COc1ccc(C(=O)N2CCN(c3ccccc3OC)CC2)cc1OC	7	-5
Cc1ccccc1CNC(=O)C1(C)CCCN(C(=O)Nc2cccc(Br)c2)C1 (stereo not drawn)	3	5
CC1(C(=O)O)CCC(C(=O)Nc2cccc(/C=C/C(=O)O)c2)C1(C)C (stereo not drawn)	-4	-4
O=C(Nc1ccc(Cl)cn1)c1ccccc1[N+](=O)[O-]	0	-1
COc1ccccc1CC(=O)NCc1ccccc1Cl	-4	1
CCOC(=O)C12CCC(C(=O)OCC)(CC13SCCS3)C1(C2)SCCS1	·	-10
O=C(C1=NN(Cc2cc(F)cc(F)c2)c2ccccc2S1(=O)=O)N1CCCCC1	-4	1
Cc1ccc(Br)cc1N1CCC(C(=O)NCC2CCCO2)C1=O (stereo not drawn)	10	0
CCCNC(=O)c1nn2c(c1Cl)NC(c1cccs1)CC2C(F)(F)F (stereo not drawn)	-7	-6

The final 2 compounds of the section above are carried over, then new ones follow:
SMILES	mHTT-CaM PPI inh	Pf apPOL inh
Cc1ccc(Br)cc1N1CCC(C(=O)NCC2CCCO2)C1=O (stereo not drawn)	10	0
CCCNC(=O)c1nn2c(c1Cl)NC(c1cccs1)CC2C(F)(F)F (stereo not drawn)	-7	-6
O=C(c1ccccc1)N1CCC(CCNS(=O)(=O)c2ccc(Cl)cc2)CC1	55*	5
O=C(C1CCN(c2nc3cccnc3s2)CC1)N1CCN(c2ccc(F)cc2)CC1	8	-3
CCOc1ccc(NCC(=O)c2ccc(Br)cc2)cc1	27	-8
CN1C(=O)C2(CCN(C(=O)Nc3ccc4c(c3)OCCO4)C2)c2ccccc21 (stereo not drawn)	6	-1
CN1CCN(CC(=O)NCC23CC4CCC(CC(C4)C2)C3)CC1	-1	2
Nc1nnc(SC(CCC2CC2)c2ccccc2)s1 (stereo not drawn)	-6	4
Cc1ccc2[nH]c(C)c(CN3CC(C)OC(C)C3)c(=O)c2c1 (stereo not drawn)	2	-4
Cc1nc2ccccc2nc1N1CCN(S(=O)(=O)c2ccc(C(C)C)cc2)CC1	-30	2
Cc1ccc(-c2ccccc2)n1-c1ccc(C(=O)NN)cc1	42	-9
COc1cc(OC)c(CN2CCN(CCOCCO)CC2)cc1Br	3	-2
CNC(=O)C1CN(C(=O)c2cccc(Br)c2)CC12CCCC2 (stereo not drawn)	-4	0
O=C(c1ccc(Br)o1)N1CCN(c2ccc([N+](=O)[O-])cc2)CC1	5	-2
Cc1cc(C)cc(NC(=O)N2CCCC2c2ccc(F)cc2)c1 (stereo not drawn)	-7	-4
COc1ccc(C(=O)CSc2nc(CC(=O)NCc3cccnc3)cs2)cc1	-2	-1
COc1ccc(N2CCN(CC(O)COc3c(OC)cccc3OC)CC2)cc1 (stereo not drawn)	7	-6
Cc1cc(C2CCCN2C(=O)c2ccc3c(c2)OCO3)on1 (stereo not drawn)	-4	-6
COc1ccc(-c2c(C(F)(F)F)oc3cc(OC(C)=O)ccc3c2=O)cc1	4	6
CC(C)(C)CC(=O)NCC(O)Cc1ccccc1 (stereo not drawn)	-2	-4
COc1ccc(N=Cc2c(O)cc(C)c(Cl)c2C)cc1	14	-2
O=C1NC(=Nc2ccccn2)SC1Cc1ccc(F)cc1 (stereo not drawn)	-6	5
Cc1cc(C)cc(N(CC(=O)N2CCC(C(N)=O)CC2)S(=O)(=O)c2ccccc2)c1	3	-8
COc1ccc2[nH]c3c(c2c1)CC(C)NC3=O (stereo not drawn)	1	-3
COc1ccccc1NC(=O)N1CCCC1c1c(C)noc1C (stereo not drawn)	-9	-2
CC1CCc2c(cnc3c(C(=O)NCc4ccc(F)cc4)cnn23)C1 (stereo not drawn)	4	-3
COc1ccc(O)c(/C=C2\C(=O)Nc3ccc(Br)cc32)c1	91*	-7
O=C(Nc1ccccc1Cl)N1CCc2c(nc3cc[nH]n3c2=O)C1	-7	3
Cc1ccc(NC(=O)C2CCN(c3ncnc4c3nc3n4CCCCC3)CC2)cc1F	6	-1
CC(=C1C(=O)c2ccccc2C1=O)N1CCCC1	1	-1
CC(C)Cn1c(C2CCN(C(=O)c3ccncc3)C2)nc2ccncc21 (stereo not drawn)	0	6
OCCN(CCO)c1nc(N2CCCCC2)c2nc(N(CCO)CCO)nc(N3CCCCC3)c2n1	·	61*
Cc1cc(C)cc(NC(=O)N2CCC3(CC2)NC(=O)c2cc(F)ccc2N3C)c1	2	-6
COC(=O)c1cc(Nc2ccccc2OC)c2cc(C)ccc2n1	0	-2
CCn1c(SCc2nc(-c3ccccc3)no2)nc2ccccc21	-48	-3
O=C(COc1ccc(Cl)cc1Cl)Nc1nncs1	0	-1
O=C(O)CCc1nc2cc(Cl)ccc2oc1=O	3	6
CN(C)S(=O)(=O)c1ccc(C(=O)N2CCN(CCn3cccn3)CC2)cc1	-10	3
O=C(c1cn(-c2ccccc2)nc1-c1cccnc1)N1CCCCC1	2	4
O=S(=O)(c1ccc(Cl)c(Cl)c1Cl)n1nnc2ccccc21	-8	-4
O=C(NCc1ccccc1)C1CCN(c2ncnc3c2nc2n3CCCCC2)CC1	2	-1
CCOc1ccc(-n2nnc3c(=O)[nH]cnc32)cc1	-15	3

The last 7 compounds of the section above open the next one:
SMILES	mHTT-CaM PPI inh	Pf apPOL inh
O=C(COc1ccc(Cl)cc1Cl)Nc1nncs1	0	-1
O=C(O)CCc1nc2cc(Cl)ccc2oc1=O	3	6
CN(C)S(=O)(=O)c1ccc(C(=O)N2CCN(CCn3cccn3)CC2)cc1	-10	3
O=C(c1cn(-c2ccccc2)nc1-c1cccnc1)N1CCCCC1	2	4
O=S(=O)(c1ccc(Cl)c(Cl)c1Cl)n1nnc2ccccc21	-8	-4
O=C(NCc1ccccc1)C1CCN(c2ncnc3c2nc2n3CCCCC2)CC1	2	-1
CCOc1ccc(-n2nnc3c(=O)[nH]cnc32)cc1	-15	3
COCCn1c(C2CCN(C(=O)Nc3ccccc3)C2)nc2cccnc21 (stereo not drawn)	-5	-4
CCc1cc(C2CCCN2Cc2ccc(Cl)cc2)on1 (stereo not drawn)	-15	-2
O=S1(=O)CCOC[C@H](CC2CCCCC2)N1Cc1cccc(C(F)(F)F)c1	-12	-2
Cc1cc(NC(=O)CSc2nnc3c4ccccc4n(C(C)C)c3n2)no1	8	-4
CCc1noc(C2CCCCN2Cc2nc(Cc3ccccc3)no2)n1 (stereo not drawn)	-7	-9
Cc1c(N=Cc2ccc3c(c2)OCCO3)c(=O)n(-c2ccccc2)n1C	-6	-1
CC(C)C1C(=O)N(Cc2cn(CC3CCCCC3)nn2)CCS(=O)(=O)N1Cc1ccc(-c2ccc(F)cc2)cc1 (stereo not drawn)	22	-5
COc1ccc(CC(=O)N2CCc3ccccc32)cc1	-14	-1
Cc1ccccc1C(=O)N1CCN(Cc2noc3ccccc23)CC1	7	-3
Cc1ccc(NC(=O)C2CCCN(c3cc(=O)n(C)c(=O)n3C)C2)nc1 (stereo not drawn)	-3	-4
CC(=O)COc1ccc2cc(-c3ccccc3)c(=O)oc2c1	-9	-12
O=C(CCCS(=O)(=O)Cc1ccccc1)Nc1ccc2c(c1)C(=O)NC2=O	-4	-1
CC(=O)c1ccc(NC(=O)c2cn(-c3ccccc3)nc2-c2cccnc2)cc1	-1&7	-6&-27
CCC(=O)Nc1c2c(nn1-c1ccc(F)cc1)CS(=O)(=O)C2	6	0
CCC(C(=O)Nc1cc(OC)c(Cl)cc1OC)c1ccccc1 (stereo not drawn)	-7	7&-4
COc1ccc(S(=O)(=O)N(CCC#N)Cc2ccccc2)cc1OC	·	-7&-10
